Assay outcomes: PubChem, National Center for Advancing Translational Sciences (NCATS)
KAT2A inh: inhibitors of human GCN5L2 histone acetyltransferase; Q92830; GCN5L2 HAT assay, ThioGlo1 CoA-SH fluorescence; Potency, µM (doses to about 58.9 µM), without a hit: at the highest dose activity change, negative = inhibition, usual class: inhibitors; 0.21% of 390,000 active; AID 504327
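Compounds, pin-transferred from DMSO stocks, meet 20nM GCN5L2 for 15 min before the reaction begins with H3(1-25) peptide (75uM) and acetyl-CoA (70uM). Thiol-reactive ThioGlo1 reports CoA release over 20 min at room temperature.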
FEN1 inh: inhibitors of human flap endonuclease 1 | P39748 | Recombinant FEN1 flap cleavage, fluorescence, 15 min | Potency, µM (top dose mostly 114 µM), for the others: top-dose activity change, negative = inhibition, most hits filed as inhibitors | 0.35% of 390,000 active | AID 588795; further: nearly all actives have a fitted effect of over 65% in size
Target sequence (P39748 whole entry, looked up): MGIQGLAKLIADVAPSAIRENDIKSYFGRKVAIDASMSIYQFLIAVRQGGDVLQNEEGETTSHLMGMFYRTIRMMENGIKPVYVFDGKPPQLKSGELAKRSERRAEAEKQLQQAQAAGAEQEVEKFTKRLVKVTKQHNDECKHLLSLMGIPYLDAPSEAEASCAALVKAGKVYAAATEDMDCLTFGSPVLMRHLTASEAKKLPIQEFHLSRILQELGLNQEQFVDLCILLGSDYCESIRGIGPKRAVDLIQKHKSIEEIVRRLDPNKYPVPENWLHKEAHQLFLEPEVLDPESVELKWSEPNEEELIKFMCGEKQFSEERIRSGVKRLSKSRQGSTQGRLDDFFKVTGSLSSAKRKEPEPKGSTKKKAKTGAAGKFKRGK
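Read-out was taken twice, immediately and after 15 min, following addition of 50 nM substrate to 10 nM FEN1 that had sat with test compound for 15 min at room temperature. Curves came from a four-parameter Hill model.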
N370S GC mod: N370S glucocerebrosidase modulation, Gaucher chaperone candidate; P04062; N370S GC spleen homogenate, 4MU-glucoside fluorescence; Potency, µM (doses to about 59.4 µM), for inactives: at the top dose activity change, negative = inhibition, actives largely listed as inhibitors; 0.092% of 330,000 active;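 further: 0% = full enzyme activity and -100% = no enzyme basal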
The depositor's hits bear a star; ? = inconclusive; . = no result given; & = joins results of further samples; [ ] = dose if it differs, or a comment. The call rests on the fitted dose curve; in most records, active means well fitted curve in the direction sought with a large enough effect; inconclusive means small, poorly fitted or top-dose-only effect, or another doubt; inactive means no such curve, though single readings can be large; an effect the other way counts as inactive or inconclusive. Unless noted, on the % scale 0 is the no-effect control and ±100 the full control effect; potency means the concentration at half of the fitted maximal effect. The list is partial, so the mix of outcomes need not match the whole.

The first 13 records (preview)
SMILES	KAT2A inh	FEN1 inh	N370S GC mod
Cn1cnc(S(=O)(=O)N2CCC(C(=O)NCc3ccc(Cl)cc3)CC2)c1	2%	16%	.
CCOC(=O)c1cnc2cc(C(F)(F)F)ccc2c1Nc1ccc(F)cc1F	-14%	9%	.
O=C(CC1C(=O)NCCN1C(=O)Nc1ccc(F)cc1F)Nc1cc(Cl)ccc1Cl (stereo not given)	-2%	2%	14%
COC(=O)c1ccc(CN2C(=O)NC3(CCCCC3)C2=O)cc1	-1%	-14%	8%
O=C1CCCc2c1cc(C(=O)NCc1ccco1)c(=O)n2-c1ccc(Cl)cc1	1%	-9%	11%
Cc1cc(O)cc(=O)o1	10%	.	17%
Cc1ccc(N=Cc2cc3c(cc2O)OC(N)=C(C#N)C3c2ccccc2)cc1 (stereo not given)	-25%	-2%	4%
COc1cccc(C2C(C(=O)Nc3ccc(C)cc3C)=C(C)Nc3nc4ccccc4n32)c1OC (stereo not given)	2%	1%	.
OCCN1CCN(CC/C=C2/c3ccccc3Sc3ccc(C(F)(F)F)cc32)CC1	?	9%	?
CCCCn1c(SCc2cccnc2)nc2c1c(=O)n(C)c(=O)n2C	3%	-4%	-5%
CCOC(=O)c1ccc2c(c1)[C@@H]1C=CC[C@@H]1[C@H](c1cccc(OC)c1OC)N2	-18%	-20%	.
CCCCOC(=O)C(C)Nc1n[nH]c(=O)[nH]c1=O (stereo not given)	-4%	9%	-4%
COc1ccc(N2CCN(C(=O)c3ccc(C(C)(C)C)cc3)CC2)cc1	-3%	3%	16%

The list itself, from the start:
SMILES	KAT2A inh	FEN1 inh	N370S GC mod
Cn1cnc(S(=O)(=O)N2CCC(C(=O)NCc3ccc(Cl)cc3)CC2)c1	2%	16%	.
CCOC(=O)c1cnc2cc(C(F)(F)F)ccc2c1Nc1ccc(F)cc1F	-14%	9%	.
O=C(CC1C(=O)NCCN1C(=O)Nc1ccc(F)cc1F)Nc1cc(Cl)ccc1Cl (stereo not given)	-2%	2%	14%
COC(=O)c1ccc(CN2C(=O)NC3(CCCCC3)C2=O)cc1	-1%	-14%	8%
O=C1CCCc2c1cc(C(=O)NCc1ccco1)c(=O)n2-c1ccc(Cl)cc1	1%	-9%	11%
Cc1cc(O)cc(=O)o1	10%	.	17%
Cc1ccc(N=Cc2cc3c(cc2O)OC(N)=C(C#N)C3c2ccccc2)cc1 (stereo not given)	-25%	-2%	4%
COc1cccc(C2C(C(=O)Nc3ccc(C)cc3C)=C(C)Nc3nc4ccccc4n32)c1OC (stereo not given)	2%	1%	.
OCCN1CCN(CC/C=C2/c3ccccc3Sc3ccc(C(F)(F)F)cc32)CC1	?	9%	?
CCCCn1c(SCc2cccnc2)nc2c1c(=O)n(C)c(=O)n2C	3%	-4%	-5%
CCOC(=O)c1ccc2c(c1)[C@@H]1C=CC[C@@H]1[C@H](c1cccc(OC)c1OC)N2	-18%	-20%	.
CCCCOC(=O)C(C)Nc1n[nH]c(=O)[nH]c1=O (stereo not given)	-4%	9%	-4%
COc1ccc(N2CCN(C(=O)c3ccc(C(C)(C)C)cc3)CC2)cc1	-3%	3%	16%
COc1cccc(C2Nc3cc(Cl)c(S(N)(=O)=O)cc3S(=O)(=O)N2)c1 (stereo not given)	0%	-13%	-1%
CC(=O)NC1CCN(CC(=O)Nc2nccs2)CC1	-4%	6%	-21%
COc1ccc2ccc(O)c(CN3CCN(S(=O)(=O)c4cccc(C(F)(F)F)c4)CC3)c2c1	-12%	-12%	.
O=C(NC1CCCC1)c1ccc(CS(=O)Cc2ccccc2Cl)o1 (stereo not given)	-2%	5%	6%
Cc1sc2ncn(CCC(=O)O)c(=O)c2c1C	-5%	-2%	-3%
Cc1ccc(OCc2nnc(SCCN3CCOCC3)n2C)cc1	5%	-13%	5%
CCc1ccccc1NC(=O)CSc1ncc(S(=O)(=O)c2ccccc2)c(=O)[nH]1	2%	1%	.
CC1CN(C(=O)CCNC(=O)c2ccc(Cl)cc2)CC(C)O1 (stereo not given)	?	7%	-1%
CCCOc1ccc(/C=C/C(=O)Nc2ccc([N+](=O)[O-])cc2C)cc1OC	-3%	0%	14%
Cc1ccc(OCC(=O)Nc2ccc(C(=O)OCc3cc(=O)n4c(C)csc4n3)cc2)cc1	11%	0%	.
Cc1cccc(N/N=C2/COC(C)(C)CC2=O)c1	0%	10%	10%
COc1ccc(N(C(=O)c2snc(C(N)=O)c2N)C(C(=O)NC2CCCC2)c2ccco2)cc1 (stereo not given)	-6%	-24%	6%
The list continues:
SMILES	KAT2A inh	FEN1 inh	N370S GC mod
CC(=O)c1c(C)[nH]c(C(=O)COC(=O)c2c(-c3ccccc3)noc2C)c1C	3%	-2%	.
O=C(Nc1cc(Cl)ccc1O)c1cc2nc(-c3ccc4c(c3)OCO4)cc(C(F)(F)F)n2n1	-3%	11%	.
COC(=O)[C@@H]1C[C@@]2(O)[C@@H](O)[C@@H](O)[C@@H](O)C[C@H]2N1Cc1cc(OC)cc(OC)c1	-27%	16%	1%&0%
COc1ccccc1NS(=O)(=O)c1ccc2c(c1)n(C)c(=O)n2C	-3%	0%	5%
N#CC1(C#N)C(C(=O)C23CC4CC(CC(C4)C2)C3)C12CCOCC2 (stereo not given)	-4%	5%	-25%
O=C(CNCc1ccc(F)cc1)Nc1ccccc1-c1ccccc1	-3%	-13%	-6%
Cc1ccc(-c2nc(C(=O)NCc3ccc(Cl)cc3)c3n2CCCCC3)cc1	-3%	-10%	.
O=C(C[n+]1ccccc1)N/N=C/c1cccc(Cl)c1Cl	-6%	12%	-12%
CCOc1ccc(Sc2cc(C(=O)NCc3ccc(C)cc3)c3ccccc3n2)cc1	-6%	14%	.
CCCC(=O)Nc1ccc(-c2cn3cccnc3n2)cc1	32µM*	1%	?
Cc1cc(=O)oc(C)c1C(=O)NCCCN1C(C)CCCC1C (stereo not given)	-1%	-19%	3%
Cc1cccc(NC(=O)/C(C#N)=C/c2ccccc2O)n1	-2%	2%	-3%
C=CCNC(=O)c1ccccc1NC(=O)c1ccc(Cl)c(S(=O)(=O)Nc2cc(C)ccc2C)c1	46%[activator]	-6%	2%
Cc1cc(C)c(S(=O)(=O)NCc2ccc3c(c2)OCO3)cc1C	-4%	2%	-1%
NC(=O)c1c(NC(=O)CN2CCCC2)sc2c1CCCC2	4%	6%	1%
N#Cc1c(C(F)(F)F)cc(-c2ccc(F)cc2)nc1SCC(=O)Nc1ccccc1	-1%	6%	.
FC(F)c1nnc2c(Cl)cc(C(F)(F)F)cn12	-1%	1%	2%
COc1ccc(-c2noc(CN(C)C(=O)Nc3ccccc3)n2)cc1	-15%	2%	1%
CC(=O)Nc1ccc(Nc2nc(Cl)nc(Nc3ccc(NC(C)=O)cc3)n2)cc1	-6%	3%	-18%
O=C(O)/C=C/C(=O)Nc1ccccc1SC(F)(F)F	7%	-3%	5%
COc1ccc(/C=C/C(=O)NCCCN2CCCC2)cc1	2%	-3%	-7%
COC(=O)c1ccc(COC(=O)CNC(=O)c2ccco2)cc1	-3%	0%	5%
CCc1ccccc1NC(=O)CCS(=O)(=O)c1cccc2nonc12	3%	23%	.
Cc1ccc(C(=O)Nc2ccc(C)c(S(=O)(=O)N(C)C)c2)s1	-3%	-1%	5%
CCOC(=O)c1c(C)n2c3c(cc(C)cc13)CCC2	-13%	-6%	12%

The last 2 compounds of the part before come first, to join the parts:
SMILES	KAT2A inh	FEN1 inh	N370S GC mod
Cc1ccc(C(=O)Nc2ccc(C)c(S(=O)(=O)N(C)C)c2)s1	-3%	-1%	5%
CCOC(=O)c1c(C)n2c3c(cc(C)cc13)CCC2	-13%	-6%	12%
CC(=O)NN1C(=O)c2ccccc2NC1c1ccccc1 (stereo not given)	?	15%	-1%
O=C(c1ccc(Oc2ccc(C(F)(F)F)cn2)cc1)N1CCN(c2ccccc2)CC1	-8%	-22%	?
Cc1ccc(-n2ncc(C(=O)N3CCN(c4cc(Cl)ccc4C)CC3)c2C2CCN(C(=O)OC(C)(C)C)CC2)cc1	25%	-3%	.
O=C(NCc1ccccc1)C1CCCC1	2%	.	-12%
Cc1ccc(NC(=O)Nc2ccon2)cc1Cl	-4%	7%	4%
COCC(C)NCc1cccc(OC)c1OC (stereo not given)	-2%	9%	6%
CN(CCc1ccccn1)C1CCCN(S(=O)(=O)c2ccccc2)C1 (stereo not given)	-4%	6%	-4%
O=C(NCCC1=CCCCC1)c1ccc([N+](=O)[O-])cc1	14%	-3%	4%
CC(C)CC(=O)N1CCN(Cc2ccccc2Br)CC1	1%	5%	0%
COc1ccc(NC(=O)c2cc3c(=O)n(Cc4cccnc4)ccc3nc2C)c(OC)c1	3%	-3%	.
COc1ccc(CNC(=O)COC(=O)[C@H](Cc2c[nH]c3ccccc23)NC(=O)c2cccs2)cc1	-1%	-11%	-1%
Cc1ccc(N(Cc2cccs2)C(=O)COc2ccccc2[N+](=O)[O-])cc1	-13%	-12%	.
O=C(Nc1ccccc1C(=O)O)c1ccc(Br)o1	2%	5%	-25%
CCc1nnc(NC(=O)c2ccc(COc3ccccc3C)o2)s1	-2%	-3%	-5%
CCOc1ccc(NC(=O)CSc2nc3nc4c(cc3c(=O)n2CC)COC(C)(C)C4)cc1	-1%	4%	?
COc1ccc(-c2ccc(-c3noc(-c4ccccc4OC)n3)c(OC)n2)cc1	-3%	-1%	10%
Cc1nc(-c2ccc(S(=O)(=O)Nc3cc(S(=O)(=O)N(C)C)ccc3C)s2)cs1	1%	-14%	4%
COc1cc(C2SCC(=O)N2CCN2CCCCC2)ccc1O (stereo not given)	-3%	13%	-10%
CCCCc1nc2cc(C(=O)NC3CCOC(C)(C)C3)ccc2o1 (stereo not given)	?	-7%	2%
CCCn1nc(C(=O)NNC(=O)CSCC(=O)Nc2cc(C)on2)c2ccccc2c1=O	-4%	3%	-8%
O=C(N1CCN(c2cccc(Cl)c2)CC1)C1(S(=O)(=O)c2ccc(Cl)cc2)CC1	-12%	-5%	-1%
O=C(O)CSc1nnc(-c2ccc(Cl)cc2Cl)n1-c1ccc(Br)cc1	2%	16%	16%
CCCCOC(=O)CSc1ncnc2sc3c(c12)CCC(C)C3 (stereo not given)	-1%	1%	.
O=C(COC(=O)c1ccc(O)cc1)NCCC1=CCCCC1	-1%	16%	-4%
CCCCCCn1cnc2c(c1=O)c1nc3ccccc3nc1n2Cc1cccs1	-9%	1%	14%
(cont.)
SMILES	KAT2A inh	FEN1 inh	N370S GC mod
CC(CNC(=O)c1ccc(CSc2nc3ccncc3n2Cc2cccc(F)c2)cc1)c1ccccc1 (stereo not given)	-6%	6%	.
Cc1ccc(NC(=O)C=NOCC(=O)Nc2cc(C)cc(C)c2)cc1	-2%	0%	.
CCC(=O)c1ccccc1OCC(=O)Nc1c(C)cccc1C	1%	-4%	?
NS(=O)(=O)c1ccc(CCNC(=O)CSc2nc3ccccc3c(=O)n2CCC(=O)N2CCCCC2)cc1	-10%	-7%	14%
CCCCN(C)CCNC(=O)c1c2c(nc3ccccc13)C(=O)N(C1CCCCC1)C2	-4%	3%	.
COc1ccc(NC(=O)c2nc[nH]c2C(=O)N[C@@H](C)c2ccccc2)cc1	-13%	-23%	2%
CN(Cc1ccccc1)c1ccc(C(CC(N)=O)NC(=O)Cc2ccc(Br)cc2)cc1[N+](=O)[O-] (stereo not given)	19%	14%	2%
Cc1c(N=CC=Nc2c(C)n(C)n(-c3ccccc3)c2=O)c(=O)n(-c2ccccc2)n1C	-1%	.	7%
CC(=O)Nc1ccc(C(=O)CSc2nc3ccccc3n2CC(=O)N2CCCC2)cc1	1%	-2%	1%
COc1ccc(C)cc1NC(=O)NCc1ccccc1F	-10%	6%	1%
Cc1ccc(CNC(=O)c2ccc(-c3nc(CN4CCc5ccccc54)c(C)o3)cc2)cc1	-14%	-5%	.
Cc1ccc(NC(=O)Cn2cc(C(=O)c3ccco3)c3ccccc32)c(C)c1	-9%	-9%	.
O=C(NNS(=O)(=O)c1ccc([N+](=O)[O-])cc1)c1ccncc1	0%	-16%	-4%
O=C(N/N=C/c1ccncc1)c1nc(-c2ccccc2)n2c1CCCCC2	-15%	6%	10%
COC(=O)CSc1ncc2c(n1)-c1ccccc1N(Cc1ccccc1C)S2(=O)=O	-11%	-2%	.
CCOC(=O)N1CCN(C(=O)Cn2ncc3ccccc32)CC1	1%	-17%	-6%
O=C(CNC(=O)c1cccs1)N/N=C/c1ccco1	2%	10%	-14%
COc1cc2c(cc1OC)CN(C(=O)C1CCCN1S(=O)(=O)c1ccc(F)cc1)CC2 (stereo not given)	2%	-5%	-3%
O=C(c1ccc([N+](=O)[O-])o1)N1CCN(c2nc3c(F)cc(F)cc3s2)CC1	-2%	-18%	1%
CC(C)(C)CN1C(=O)C(=O)NC[C@@H]1Cc1ccc(O)cc1	-6%	-5%	-3%
O=C(O)c1cc([N+](=O)[O-])c(NCc2cccnc2)c([N+](=O)[O-])c1	-8%	-13%	-5%
CSc1ncccc1C(=O)OCc1ccccc1Cl	-10%	-15%	12%
O=[N+]([O-])c1cccc(-c2nc(NCc3ccccc3)c3ccccc3n2)c1	-18%	-6%	5%
COc1ccc(NC(=S)Nc2ccc(OC)cc2OC)c(OC)c1	1%	0%	16%
